phage Ecoli inh = E. coli growth loss with phage present | growth absorbance | inhibition, % at 11.9 µM | 360,000 tested, 0.26% active; in the data active means inhibition above about 11%
PfHsp90 set2 = reduces growth (ATP signal) of yeast expressing P. falciparum Hsp90. AID 504621. S. cerevisiae expressing PfHsp90, BacTiter-Glo ATP, 48 h; yeast lacking PDR1 and PDR3 efflux regulators. 310,000 tested, 0.32% active. inhibition, % at 9.4 µM;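 active means every replicate shows inhibition above about 80%, whatever the replicate mean, limit read from the data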;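 further: 0% = DMSO neutral controls and 100% = 20 µM radicicol positive controls; yeast relying on Plasmodium falciparum Hsp90 in place of its own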
DAGLB inh = diacylglycerol lipase beta (human) inhibition | Q8NCG7 | HEK293T DAGLB membrane lysate, EnzChek fluorogenic substrate | inhibition, % at 5.17 µM | 340,000 tested, 0.059% active | AID 504411; in the data active means inhibition above about 34%;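 further: 0% = enzyme with vehicle and 100% = wells lacking enzyme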
Target sequence (Q8NCG7 whole entry, looked up): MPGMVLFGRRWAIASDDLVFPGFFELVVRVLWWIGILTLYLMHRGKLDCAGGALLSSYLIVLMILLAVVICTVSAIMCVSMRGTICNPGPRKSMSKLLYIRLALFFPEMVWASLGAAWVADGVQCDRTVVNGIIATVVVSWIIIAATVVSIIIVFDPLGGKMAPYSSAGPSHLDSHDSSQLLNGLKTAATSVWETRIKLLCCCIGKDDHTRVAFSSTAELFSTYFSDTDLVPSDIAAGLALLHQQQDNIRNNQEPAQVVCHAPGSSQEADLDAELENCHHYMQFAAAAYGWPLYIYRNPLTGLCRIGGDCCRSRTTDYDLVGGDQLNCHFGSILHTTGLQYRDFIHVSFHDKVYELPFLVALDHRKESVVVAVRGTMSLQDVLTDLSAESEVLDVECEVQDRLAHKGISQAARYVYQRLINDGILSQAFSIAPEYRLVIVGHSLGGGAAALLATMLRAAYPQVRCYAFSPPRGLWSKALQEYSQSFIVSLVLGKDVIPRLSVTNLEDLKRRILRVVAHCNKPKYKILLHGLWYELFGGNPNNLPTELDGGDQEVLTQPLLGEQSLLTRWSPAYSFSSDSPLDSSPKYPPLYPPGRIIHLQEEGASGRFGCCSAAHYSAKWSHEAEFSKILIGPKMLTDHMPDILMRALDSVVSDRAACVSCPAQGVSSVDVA
Ecoli viability = bacterial growth inhibition, counter-screen for AddAB inhibitors. 330,000 tested, 0.27% active. inhibition, % at 11.9 µM. E. coli V3065 growth, OD600 absorbance, 18 h;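 active means inhibition above the campaign's mean inhibition across all tested compounds plus 3 SD, cut at about 9.9% in these data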;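 further: uninfected addAB+ strain grown without phage in ampicillin broth; 0% = DMSO wells and 100% = ciprofloxacin 0.95 µg/ml wells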
AddAB inh = less growth of phage-infected E. coli with AddAB. 330,000 tested, 0.29% active. inhibition, % at 11.9 µM. E. coli expressing H. pylori AddAB, absorbance growth; in the data active means inhibition above about 12%;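 further: 0% = vehicle wells of infected cells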
Wnt bcat act = activators of Wnt/beta-catenin signaling; Wnt/beta-catenin reporter cell assay, activator, plate reader; activation, % at 9.35 µM; 300,000 tested, 1.2% active; AID 743398; in the data active means activation above about 30%, passing the limit was not always enough;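 further: 0% = neutral control wells and 100% = positive control wells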
Tat export inh = blocks Tat-dependent protein export in E. coli | inhibition, % at 10 µM | 340,000 tested, 0.036% active | E. coli MC4100 TorA-mCherry Tat export, fluorescence;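 active means mean replicate inhibition at least 50% and at least half of replicates individually reaching 50%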;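 further: exported cargo escapes ClpAP degradation while cytoplasmic cargo is degraded and loses fluorescence; 0% = median of neutral control wells and 100% = median of NaSCN control wells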
CAL PDZ inh = human CAL PDZ-peptide interaction inhibition | Q9HD26 | purified CAL PDZ, TMR-peptide fluorescence polarization, 1 h | inhibition, % at 20 µM | 330,000 tested, 0.02% active;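 active means highest replicate inhibition of at least 40%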;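 further: plate controls were DMSO neutral control wells for no effect and unlabeled competitor peptide control wells for full effect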
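Material: tagged CAL PDZ domain; buffer or medium: 25 mM sodium phosphate pH 7.4, 150 mM NaCl, TCEP, IgG, Thesit; compound dosing: single point, 20 µM; schedule: 1 h incubation at room temperature before polarization reading; measured by: FP readout, S and P plane fluorescence; read-out basis: percent inhibition from loss of millipolarization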
Rtt109 HAT inh = inhibitors of Candida albicans Rtt109/Vps75 histone acetyltransferase; purified Rtt109/Vps75, ThioGlo CoA-SH fluorescence, 4 h; inhibition, % at 34.9 µM; 330,000 tested, 0.16% active; AID 540336;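 active means inhibition of at least 50% in every replicate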
Target sequence (Q5AAJ8 whole entry, looked up): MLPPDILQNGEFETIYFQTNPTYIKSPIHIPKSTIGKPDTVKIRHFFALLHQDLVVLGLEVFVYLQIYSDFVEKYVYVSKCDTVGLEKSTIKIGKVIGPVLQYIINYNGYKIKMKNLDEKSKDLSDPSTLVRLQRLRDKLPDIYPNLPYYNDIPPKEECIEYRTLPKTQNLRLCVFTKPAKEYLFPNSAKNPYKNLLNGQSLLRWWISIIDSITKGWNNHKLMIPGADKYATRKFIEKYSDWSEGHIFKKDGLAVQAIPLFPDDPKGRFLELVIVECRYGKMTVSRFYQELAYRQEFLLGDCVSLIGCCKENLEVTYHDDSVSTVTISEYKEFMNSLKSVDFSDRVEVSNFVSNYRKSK
PvdQ inh = blocks Pseudomonas aeruginosa PvdQ acylase activity; inhibition, % at 10 µM; purified PvdQ acylase, fluorescence plate reader; 340,000 tested, 0.063% active; in the data active means inhibition above about 30%, passing the limit was not always enough;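 further: 0% = vehicle neutral wells and 100% = reference inhibitor wells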
The depositor's hits bear a star; · = not tested or not shown.

SMILES | phage Ecoli inh | PfHsp90 set2 | DAGLB inh | Ecoli viability | AddAB inh | Wnt bcat act | Tat export inh | CAL PDZ inh | Rtt109 HAT inh | PvdQ inh
CC(C)(CCO)NC(=S)NC1CC2C=CC1C2 (stereo not given) | 3.5 | 0 | -1 | -1.2 | -0.4 | 10 | 5 | -0.4 | 3 | -15
NS(=O)(=O)c1ccc(NC(=O)COC(=O)c2ncc(Cl)c(Cl)c2Cl)cc1 | -2.2 | 7 | 0 | 0.4 | -0.2 | -2 | 8 | -0.5 | 4 | -11
C=CCNC(=O)CC(C)C(CCCCC)C(=O)O (stereo not given) | 1.0 | -2 | -2 | 0.6 | -0.6 | · | 1 | -0.4 | -2 | -15
O=C(NC1CC1)C1=C[C@@H](C2CCCCC2)C[C@@H](OCCCCO)O1 | 1.0 | 24 | -3 | -0.2 | 1.7 | -1 | 4 | -0.7 | 3 | 1
CC1=NN(c2ccccc2)C(=O)/C1=C/c1c(O)n(-c2ccc(F)cc2)[nH]c1=O | 4.7 | 16 | 24 | 0.1 | 3.0 | 7 | -3 | -2.7 | 36 | 8
Nc1nnc(SCCCC(=O)c2ccc(F)cc2)s1 | 1.3 | -13 | 1 | -3.2 | -0.8 | 8 | 5 | -1.3 | 0 | -8
Cc1ccc(C(=O)NCCN2C3=NC[C@H](Cc4ccc(O)cc4)N3C[C@H]2Cc2ccc(O)cc2)cc1Br | 1.9 | 11 | 1 | 4.6 | 5.4 | -3 | 2 | -12 | -3 | -15
COc1ccc(C2(O)CC3CCC(C2)N3c2cc(C)nc(-c3ccccc3)n2)cc1 (stereo not given) | 0.1 | 9 | -4 | 0.9 | 1.6 | · | 13 | -2.8 | -1 | -2
O=c1c2ccccc2c(C=Nc2ccccc2O)c(O)n1-c1nccs1 | -1.1 | 2 | 5 | 1.6 | 0.2 | 6 | -5 | -4.6 | -4 | -9
CCCCS(=O)(=O)Nc1ccc2c(c1)ncn2C1CCCCC1 | -0.3 | 23 | 0 | -0.7 | -0.3 | 0 | 1 | -2.2 | -7 | -9
CC1CN(CCOc2ccc(Cl)c(Cl)c2)CC(C)O1 (stereo not given) | 2.4 | 3 | -1 | 1.2 | -0.5 | 2 | -4 | -0.1 | -2 | -13
CCOC(=O)N1CCN(C(=O)/C=C/c2ccc(OC)c(OC)c2)CC1 | 0.8 | 0 | -1 | -0.3 | 1.8 | 0 | -2 | -0.2 | 4 | -5
C=C(C)C1CC=C(C)/C(=N/NC(=O)COc2ccc(Cl)cc2)C1 (stereo not given) | 3.8 | 31 | -4 | 5.1 | 3.8 | 9 | 2 | 0.2 | -3 | -5
COc1ccc(NC(=S)NCCc2ccccc2)c(OC)c1 | 1.8 | -6 | 1 | -1.5 | 0.8 | -2 | -13 | -0.3 | -9 | -11
COC(=O)c1cc(C#N)c(OC(C)C)nc1C | 3.5 | 1 | 0 | -1.5 | 1.6 | -1 | -4 | -2.7 | · | 2

Some of these compounds in order of SMILES length, smallest number first:
SMILES | phage Ecoli inh | PfHsp90 set2 | DAGLB inh | Ecoli viability | AddAB inh | Wnt bcat act | Tat export inh | CAL PDZ inh | Rtt109 HAT inh | PvdQ inh
CC1CN(CCOc2ccc(Cl)c(Cl)c2)CC(C)O1 (stereo not given) | 2.4 | 3 | -1 | 1.2 | -0.5 | 2 | -4 | -0.1 | -2 | -13
CCOC(=O)N1CCN(C(=O)/C=C/c2ccc(OC)c(OC)c2)CC1 | 0.8 | 0 | -1 | -0.3 | 1.8 | 0 | -2 | -0.2 | 4 | -5
O=C(NC1CC1)C1=C[C@@H](C2CCCCC2)C[C@@H](OCCCCO)O1 | 1.0 | 24 | -3 | -0.2 | 1.7 | -1 | 4 | -0.7 | 3 | 1
COc1ccc(C2(O)CC3CCC(C2)N3c2cc(C)nc(-c3ccccc3)n2)cc1 (stereo not given) | 0.1 | 9 | -4 | 0.9 | 1.6 | · | 13 | -2.8 | -1 | -2
CC1=NN(c2ccccc2)C(=O)/C1=C/c1c(O)n(-c2ccc(F)cc2)[nH]c1=O | 4.7 | 16 | 24 | 0.1 | 3.0 | 7 | -3 | -2.7 | 36 | 8

The list goes on:
SMILES | phage Ecoli inh | PfHsp90 set2 | DAGLB inh | Ecoli viability | AddAB inh | Wnt bcat act | Tat export inh | CAL PDZ inh | Rtt109 HAT inh | PvdQ inh
CCOC(=O)C(Cc1ccccc1)NC(=O)CCc1c(C)nc2nc(C)nn2c1C (stereo not given) | 0.5 | · | -1 | 1.0 | 3.8 | · | 0 | -0.7 | -9 | -7
Cc1cccc(OCCOC(=O)c2c(-c3ccccc3)noc2C)c1 | 0.0 | 8 | -13 | -0.9 | 2.1 | -4 | 12 | -3.6 | 4 | -17
COc1cccc(N2CCN(C(=O)c3cccc(N4C(=O)NC5CC4(C)Oc4c(OC)cccc45)c3)CC2)c1 (stereo not given) | 0.6 | -8 | -1 | 0.2 | 0.5 | 2 | 2 | -1.0 | 6 | -7
CCOC(=O)C1=C(C)N(CCCCCC(=O)O)C(=O)NC1c1ccccc1Cl (stereo not given) | 2.1 | -2 | 0 | -2.2 | 4.1 | -1 | -6 | -0.8 | -5 | -14
Cc1csc(NC(=O)CCCC(=O)O)c1-c1nc2ccccc2s1 | -1.5 | -8 | -1 | 0.1 | 0.2 | 1 | 4 | -4.2 | 15 | 22
CCC1CCCCN1C(=O)CSc1nnc(N)s1 (stereo not given) | 1.2 | 13 | 0 | 0.4 | -1.5 | -10 | 8 | -1.8 | 6 | -7
CCOc1ccccc1NC(=O)c1cc(S(=O)(=O)NCc2ccco2)ccc1F | 0.6 | -33 | -17 | 2.5 | 3.4 | 8 | 5 | -2.5 | -9 | -6
COc1cc(C(C)=O)ccc1Oc1ncnc2c1cnn2-c1cccc(Cl)c1 | 2.6 | 19 | -3 | 0.1 | 2.8 | 0 | -3 | -1.2 | 1 | -8
O=C(OCc1nnc(-c2cccs2)o1)c1cccnc1Cl | 0.9 | -13 | -4 | -1.4 | -1.6 | 3 | -4 | 0.0 | -5 | 7
Fc1ccccc1CN1CCCN(C(=S)Nc2cccc(Cl)c2)C1 | 3.8 | -8 | 2 | 2.3 | 1.5 | 4 | 2 | -2.3 | -7 | -11
CC(C)(C)OC(=O)COc1ccc(/C=N/NC(=O)CN2CCCCC2)cc1 | 1.2 | -15 | 2 | · | · | 6 | -4 | -0.7 | 1 | -15
COc1ccccc1N(CC(O)CN(c1ccccc1)S(C)(=O)=O)S(=O)(=O)c1ccccc1 (stereo not given) | 0.8 | 10 | -1 | -0.3 | 4.0 | -1 | 6 | -0.8 | 3 | 2
Cc1ccc(C2=NN(C(=O)CNCCO)C(c3cccs3)C2)cc1 (stereo not given) | 0.2 | -10 | -3 | -0.4 | -1.0 | 2 | -1 | -1.8 | 5 | -16
CCc1cc2c(=O)n3c(nc2s1)-c1[nH]c2ccc(OC)cc2c1CC3 | -1.0 | 5 | -1 | 2.6 | 1.6 | -2 | -4 | -0.5 | 0 | 2
FC(F)Oc1ccc(NC(=S)N2CCN(Cc3ccccc3)CC2)cc1 | 4.1 | · | 0 | -0.8 | -0.1 | 1 | -4 | -0.1 | 13 | 12
O=C1CCc2cc(S(=O)(=O)NCCC(=O)NC3CCCCC3)ccc2N1 | 5.0 | -21 | 0 | 0.8 | 0.6 | 0 | -3 | 0.0 | 2 | -17
COc1ccc(OC)c(NC(=O)c2nnn(CCc3ccccc3)c2N)c1 | 4.4 | 1 | -7 | -1.4 | 0.9 | -4 | -3 | -0.3 | -2 | -9
CCC(C)n1c(SCC(=O)NCc2ccco2)nnc1-c1cccc(S(=O)(=O)N2CCOCC2)c1 (stereo not given) | -0.6 | 4 | -2 | -3.7 | 3.3 | · | -2 | · | 1 | 0
COc1ccc(C(=O)NC(=S)Nc2ccccc2N2CCCCC2)cc1[N+](=O)[O-] | 0.6 | -11 | -16 | 1.3 | 3.3 | · | 3 | -1.0 | -9 | -8
Cn1c(SCC(=O)NC2CCCCC2)nnc1-c1cc2cc(Cl)ccc2o1 | -1.7 | -14 | -1 | -0.1 | 1.8 | 0 | -6 | -1.7 | -7 | -10
Cc1cc(N2CCN(C(=O)Nc3ccccc3C#N)CC2)c2ccccc2n1 | -1.3 | 5 | -4 | · | · | 1 | 3 | · | 3 | 5
O=[N+]([O-])c1ccc(NCc2ccccc2)nc1 | 3.9 | 4 | -2 | 1.0 | 6.3 | · | 1 | -0.7 | -3 | -2
COc1ccc(C(=O)N2CCNC(=O)C2CC(=O)Nc2ccc(C)c(C)c2)cc1 (stereo not given) | 3.0 | 0 | -1 | · | · | -1 | -8 | -0.8 | 3 | -10
C=C1CCC[C@]2(C)C[C@H]3OC(=O)C(CN[C@@H](C)c4ccccc4)[C@H]3CC12 (stereo not given in full) | 1.5 | -10 | -15 | · | · | -2 | -3 | -1.0 | 3 | -3
COC(=O)c1c(NC(=O)COC(=O)CCc2ccc(S(=O)(=O)N3CCOCC3)cc2)sc2c1CCC2 | 3.4 | -16 | -9 | 0.8 | 0.3 | -3 | -4 | -0.7 | 6 | -1
Cc1c(C(=O)NCc2cccnc2)sc2nc(-c3ccccc3)cn12 | 3.0 | -8 | -1 | -2.5 | -0.8 | 7 | 9 | -5.3 | -1 | -17
CCOc1ccc(C(=O)Nc2ccc(N3CCN(C(=O)c4ccco4)CC3)cc2)cc1Br | 6.0 | -1 | 0 | · | · | -2 | -11 | 0.2 | -2 | 3
COc1ccccc1N1CCN(C2CCCN(C(=O)c3ccccn3)C2)CC1 (stereo not given) | -1.6 | 21 | 2 | -1.6 | 1.4 | -1 | -8 | 0.4 | -8 | -5
O=C(c1c(Cl)cccc1Cl)N1CCN(c2ncccn2)CC1 | 3.5 | -2 | 4 | -0.8 | 0.0 | -1 | 4 | -0.6 | -20 | -8
Cc1noc(C)c1S(=O)(=O)N(CC(=O)NCc1ccc(Cl)cc1)c1ccc2c(c1)OCO2 | 1.2 | -10 | -11 | -4.0 | 0.2 | -2 | 6 | -0.4 | 4 | 2
CCC(C)c1ccc(NC(=O)N2CCOCC2)cc1 (stereo not given) | -1.8 | 25 | -1 | -1.6 | 3.9 | 13 | 1 | 0.3 | -6 | -12
Cc1ccccc1C(=O)NNC(=O)CCc1ccccc1 | 0.5 | -46 | -6 | 1.2 | 4.3 | 11 | -4 | -3.7 | -9 | -1
Cc1ccc(S(=O)(=O)CC(CN2CCCCC2)N2CCCCC2)cc1 (stereo not given) | 3.8 | 4 | -1 | · | · | -4 | 4 | -2.7 | · | 6
CN(C)c1cc[n+](CCC(=O)Nc2cccc([N+](=O)[O-])c2N)cc1 | 3.5 | -4 | -1 | 1.1 | 2.9 | · | -15 | 0.0 | 4 | -9
S=C(NCCN1CCOCC1)NC1CCCC1 | 3.2 | -3 | -1 | -2.3 | -0.7 | · | 6 | -3.8 | · | 6
O=C(NCc1ccco1)/C(=C\c1cccnc1)NC(=O)c1ccccc1F | · | 10 | -1 | 2.3 | 4.0 | · | -1 | -2.6 | 24 | 7
COc1ccc(CCNCc2c(-c3ccccc3)n(C)c3ccccc23)cc1 | 0.5 | 25 | -1 | -0.9 | 1.1 | 5 | -4 | -2.1 | 5 | -14
Cc1ccc(SCc2[nH]nc3c2C(c2ccc(C)o2)C(C#N)=C(N)O3)cc1 (stereo not given) | 4.9 | 0 | 10 | 0.5 | 1.1 | -1 | 2 | -2.3 | 18 | -11
Nc1ccc(C(=O)Nc2ccc3cc(S(=O)(=O)O)ccc3c2)cc1 | 3.1 | 2 | 2 | · | · | 23 | -3 | -1.7 | 0 | -11
CCOC(=O)C1CCN(CC(C)(C)NS(=O)(=O)c2ccc(C)cc2)CC1 | 3.3 | 5 | -5 | 1.3 | 3.9 | 0 | -7 | -3.2 | 7 | 10

Screens (PubChem)
